# USP1-UAF1 inh: USP1/UAF1 (human) deubiquitinase inhibition; O94782; recombinant USP1/UAF1, Ub-Rhodamine cleavage fluorescence; Potency, µM (top dose mostly 57.1 µM), inactives show at the top dose activity change, negative = inhibition, usual class: inhibitors; 0.23% of 390,000 active; AID 743255; also: potency is read from the fitted curve at half-maximal effect; % is scaled to controls: 0 for no effect and ±100 for the full control effect; nearly all actives have a fitted effect of over 60% in size; inactives centre near -12
#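 In this screen, compounds sit with the deubiquitinase complex (1nM) for 15 min at room temperature before Ub-Rho is added at 150nM final. Fluorescence rise is then followed for 6 reads every 60 seconds.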
# TrxR1 substrate: substrates of rat thioredoxin reductase 1; O89049; purified TrxR1 substrate turnover, NADPH consumption readout; Potency, µM (top dose mostly 114 µM), inactives show at the top dose activity change, negative = substrate turnover; 0.01% of 390,000 active; AID 588456; also: potency is read from the fitted curve at half-maximal effect; % is scaled to controls: 0 for no effect and ±100 for the full control effect; nearly all actives have a fitted effect of over 50% in size
# Target sequence (O89049 whole entry, looked up): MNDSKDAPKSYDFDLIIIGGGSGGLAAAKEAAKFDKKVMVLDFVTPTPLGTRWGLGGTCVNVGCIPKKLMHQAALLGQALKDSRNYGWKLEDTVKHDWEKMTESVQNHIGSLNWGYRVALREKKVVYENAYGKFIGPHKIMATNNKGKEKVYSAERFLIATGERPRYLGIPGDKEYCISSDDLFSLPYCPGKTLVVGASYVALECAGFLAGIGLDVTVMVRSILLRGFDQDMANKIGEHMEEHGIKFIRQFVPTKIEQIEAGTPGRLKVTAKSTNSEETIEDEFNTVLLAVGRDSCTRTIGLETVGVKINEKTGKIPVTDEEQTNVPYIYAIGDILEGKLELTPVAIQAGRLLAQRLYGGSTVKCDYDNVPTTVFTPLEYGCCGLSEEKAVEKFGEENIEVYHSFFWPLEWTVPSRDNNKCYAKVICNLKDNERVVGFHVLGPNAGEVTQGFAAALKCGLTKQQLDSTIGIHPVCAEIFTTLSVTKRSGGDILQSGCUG
#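 Rat TrxR1, dispensed at 90 nM, was prereduced with 400 uM NADPH (final) for 5 min at ~22 deg C, then incubated with compound 15 min before 400 uM selenite. A first-read NADPH fluorescence drop versus no-compound background flagged substrates.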
# Vif-APOBEC3F blk: Vif-A3F binding inhibition; HeLa A3F-eYFP + Vif (tagged APOBEC3F with the HIV-1 protein that degrades it), YFP fluorescence increase; Potency, µM (doses to about 46.1 µM), for inactives: top-dose activity, negative = active; 0.2% of 390,000 active; AID 602313; also: potency is read from the fitted curve at half-maximal effect; % of control where 0% means no effect; nearly all actives have a fitted effect of over 65% in size
#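 HeLa cells stably expressing Vif plus C-terminally eYFP-tagged A3F were seeded, incubated overnight at 37 deg C, dosed with compound, incubated overnight again at 37 deg C. Yellow fluorescence (Ex 488/Em 500-530) reported blocked Vif-mediated A3F-eYFP degradation.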
# TrxR1 inh: blocks rat thioredoxin reductase 1 | recombinant rTrxR1, NADPH fluorescence consumption, selenite substrate | Potency, µM (doses to about 114 µM), for inactives: at the top dose activity change, negative = inhibition, hits mostly inhibitors | 1% of 390,000 active | AID 588453; also: potency is read from the fitted curve at half-maximal effect; % is scaled to controls: 0 for no effect and ±100 for the full control effect; nearly all actives have a fitted effect of over 65% in size
#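 Rat TrxR1 (90 nM in the dispensed reagent) was pre-reduced with 400 uM NADPH for 5 min at room temperature, then incubated with compound for 15 min. After 400 uM selenite was added, NADPH fluorescence (Ex 340/Em 450 nm) was followed for 8 min.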
# Vif-A3G inh: Vif-A3G binding inhibition; HeLa A3G-eYFP + Vif (tagged APOBEC3G with the HIV-1 protein that degrades it), YFP fluorescence, overnight; Potency, µM (doses to about 46.1 µM), without a hit: top-dose activity, negative = active, usual class: inhibitors; 0.076% of 410,000 active; AID 602310;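 also: potency is read from the fitted curve at half-maximal effect; % is scaled to controls: 0 for no effect and ±100 for the full control effect; nearly all actives have a fitted effect of over 60% in size; hits raise eYFP signal because A3G escapes Vif-driven loss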
#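 Read-out is eYFP fluorescence (Ex 488/Em 500-530) from Vif-expressing HeLa A3G-eYFP cells; more signal means A3G escaped Vif-mediated degradation. Cells plated overnight, compound pinned in, incubated overnight at 37 deg C.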
# LDHA block: blocks human lactate dehydrogenase A. purified LDHA, NADH/diaphorase-resazurin fluorescence; stronger effect = lower value. 0.15% of 480,000 active. activity change, % (values are at about 110 or 230 µM). P00338. AID 1347041; in the data active = activity change below about -30%; inconclusive = mostly about -25% to -30%;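 also: plate controls were DMSO wells for no effect and wells without enzyme for full effect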
#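 LDH5 2 nM; NADH 0.06 mM, pyruvate 0.2 mM; 200 mM Tris pH 7.4, EDTA, Tween-20; 5 min RT. Detection: diaphorase 0.133 mg/mL + resazurin 37 µM, fluorescence ex540/em590 at 0 and 20 min; normalized to enzyme-free and DMSO wells.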
# RGS4 inh: inhibitors of human regulator of G protein signaling 4 | AID 504845 | Transcreener GDP fluorescence polarization, RGS4-accelerated GTP hydrolysis | Potency, µM (top dose mostly 114 µM), for the others: top-dose activity change, negative = inhibition, actives largely listed as inhibitors | P49798 | 0.039% of 390,000 active; also: potency is read from the fitted curve at half-maximal effect; % is scaled to controls: 0 for no effect and ±100 for the full control effect; nearly all actives have a fitted effect of over 75% in size; some results filed as inactive show a strong effect at the top dose
# Target sequence (P49798 whole entry, looked up): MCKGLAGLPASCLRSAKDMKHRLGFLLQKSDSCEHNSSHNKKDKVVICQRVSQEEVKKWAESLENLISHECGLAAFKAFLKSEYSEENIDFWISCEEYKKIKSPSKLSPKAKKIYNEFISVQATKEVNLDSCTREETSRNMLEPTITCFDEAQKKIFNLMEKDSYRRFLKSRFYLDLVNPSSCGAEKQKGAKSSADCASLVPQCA
#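 MLSMR compounds (23 nl, pin-transferred) preincubated 10 min at room temperature with a 500nM (2x) first reagent, then RGS4 at 900nM (2x) plus Transcreener GDP mix added; fluorescence polarization (620/688 nm) read before and after 90 min at 30 °C.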
# mIDH1 inhibitor: blocks human mutant IDH1 R132H enzyme. AID 602179. 0.093% of 390,000 active. Potency, µM (series often up to 76.6 µM), for inactives: at the top dose activity change, negative = inhibition, hits mostly inhibitors. IDH1-R132H enzyme, NADPH consumption, diaphorase/resazurin fluorescence; also: potency is read from the fitted curve at half-maximal effect; % is scaled to controls: 0 for no effect and ±100 for the full control effect; nearly all actives have a fitted effect of over 65% in size
# Target sequence (O75874 whole entry R132H, stated change not applied): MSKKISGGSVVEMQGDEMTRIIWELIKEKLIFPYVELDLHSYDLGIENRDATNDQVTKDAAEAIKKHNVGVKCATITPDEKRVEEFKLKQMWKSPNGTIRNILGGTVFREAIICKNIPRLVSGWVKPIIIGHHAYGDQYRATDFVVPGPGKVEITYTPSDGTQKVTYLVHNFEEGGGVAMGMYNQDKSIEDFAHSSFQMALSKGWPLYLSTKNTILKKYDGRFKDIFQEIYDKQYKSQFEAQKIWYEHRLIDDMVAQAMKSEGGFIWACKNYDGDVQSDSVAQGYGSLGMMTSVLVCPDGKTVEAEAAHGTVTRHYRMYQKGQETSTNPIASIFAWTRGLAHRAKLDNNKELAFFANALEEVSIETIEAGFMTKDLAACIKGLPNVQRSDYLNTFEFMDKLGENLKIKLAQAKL
#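 IDH1-R132H (0.5 ug/mL) preincubated 30 min with compound, then NADPH (0.016 mM) and alpha-KG (2 mM) added; 80 min at RT, pH 7.5. Remaining NADPH coupled via diaphorase/resazurin to fluorescence (540/590 nm); concentration-response curves normalized to no-enzyme control.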
# Glioma ERSR ind: ER stress response induction in glioma. Potency, µM, without a hit: top-dose activation, hits mostly activators. 0.02% of 420,000 active. U87-MG GRP78 promoter luciferase reporter, 16 h; also: potency is read from the fitted curve at half-maximal effect; series mostly up to about 76 µM; % of control where 0% means no effect; nearly all actives have a fitted effect of over 35% in size
#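 Stably transfected U87-MG human glioma cells carrying a GRP78-based luminescent sensor were seeded at 1000 cells/well, pin-dosed with compounds and incubated 16 h. Luciferase reagent was then added, and end-point luminescence was read after 10 min at room temperature.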
# Active calls of the source: *; ? = inconclusive; · = no result given; & = joins results of further samples; [ ] = remark or other dose. Unless noted, calls follow the shape of the dose curve; as a rule, active = well fitted curve in the direction sought with a large enough effect; inconclusive = small, poorly fitted or top-dose-only effect, or another doubt; inactive = no such curve, though single readings can be large; an effect the other way counts as inactive or inconclusive.
SMILES,USP1-UAF1 inh,TrxR1 substrate,Vif-APOBEC3F blk,TrxR1 inh,Vif-A3G inh,LDHA block,RGS4 inh,mIDH1 inhibitor,Glioma ERSR ind
O=C(OC1CCOC1=O)c1cncc(Br)c1 (stereo unspecified),-4%,-6%,4%,-2%,2%,-7,24%,-2%,-6%
Cc1ccc(S(=O)(=O)N2CCCCC2)cc1NC(=O)COC(=O)Cc1c(F)cccc1Cl,-2%,-10%,-6%,2%,0%,-4,11%,3%,-3%
O=C(OCC(=O)c1ccc[nH]1)C1=COCCO1,-10%,-5%,-10%,0%,0%,-2,18%,-5%,-4%
C/C(=N\NC(=O)Cn1ccc(C(F)(F)F)n1)c1ccc2c(c1)OCO2,-15%,3%[57.1 µM],8%,5%[57.1 µM],-1%,-4,-15%,8%,-2%
CC1(C)CC(=O)C2=C(C1)OC1=C(C(=O)CC(C)(C)C1)C2c1ccc(O)c([N+](=O)[O-])c1,-21%,5%,2%,18%,0%,-2,7%,13%,-3%
CCOC(=O)C1CCN(C/C=C/c2ccccc2)CC1,-25%,2%,-11%,15%,-3%,-23,13%,0%,-1%
COc1cnn(-c2ccc(F)cc2)c(=O)c1Br,-5%,-7%,7%,-14%,0%,-2,8%,-9%,-1%
CCOC(=O)c1nn(-c2ccccc2)c(=O)cc1SC(C)C,-5%,2%[57.1 µM],1%,-1%[57.1 µM],-6%,-6,-6%,0%,-2%
Nc1ccc(/C=C/C(=O)c2ccco2)cc1,-27%,-14%,0%,4%[57.1 µM],-11%,1,2%,0%,6%
COCCCNc1nc2c(-c3ccccc3)nnn2c2ccccc12,-20%,52%[activator],1%,13%,1%,0,12%,1%,-1%
COc1ccc(-c2c(C)cc3oc(=O)cc(-c4ccccc4)c3c2C)cc1OC,?,3%,3%,22%,-3%,-4,-8%,-12%,-3%&-4%
COc1ccc(Cl)cc1NC(=O)CN(C)CC(=O)NC(C)c1ccccc1 (stereo unspecified),-21%,-4%,0%,14%,3%,-12,-3%,-10%,-6%
O=[N+]([O-])c1ccc(S(=O)(=O)Nc2ccc(-c3ccccc3)cc2)cc1,-2%,·,5%,·,-17%,-2,·,-4%,-9%
COc1ccc(C(=O)NC(=S)NCc2cccnc2)cc1Cl,-20%,-2%,?,-13%,1%,-3,-35%,5%,-3%
COc1ccc(C)cc1NC(=O)C(=O)NCC(c1cccnc1)N1CCN(c2ccccc2F)CC1 (stereo unspecified),-21%,-7%,1%,-1%,4%,3,-1%,14%,-2%
CCOc1ccc(-n2c(=O)c3c4c(sc3n(CC(=O)NC(C)CC)c2=O)CCC4)cc1 (stereo unspecified),-17%,1%,3%,7%,-5%,-1,-30%,16%,-4%
CCC(C)c1ccccc1N1CC(C(=O)Nc2ccc(N3CCOCC3)cc2)CC1=O (stereo unspecified),1%,-20%,5%,-11%,1%,1,6%,1%,-4%
Cc1cc(SCC(=O)NCCN2C(=O)CSC2=O)nc2ccccc12,-22%,10%[57.1 µM],-12%,-1%[57.1 µM],-2%,-3,-35%,2%,-4%
Cc1nn(C)cc1CNC(=O)Nc1cccc(Cl)c1,-8%,2%,1%,5%,-11%,-3,1%,6%,-5%
Cc1ccc(-c2cc(C(=O)OCC(=O)N(C)C3CCS(=O)(=O)C3)c3ccccc3n2)o1 (stereo unspecified),-10%,7%[57.1 µM],-3%,-55%,-3%,-11,?,14%,-3%
CC(N=Cc1nc(-c2ccccc2)oc1O)c1ccccc1 (stereo unspecified),-3%,-17%,-11%,-16%,-6%,0,-6%,-1%,6%
CCCCOC(=O)c1ccc(NC(=O)CSc2nc3c(c(=O)[nH]2)CCC3)cc1,-23%,-3%,·,11%,·,-1,-18%,·,·
COc1ccc(CNC(=O)c2cnn3c(C(F)F)cc(C)nc23)cc1OC,-12%,-7%,-2%,2%,1%,-2,13%,-8%,-5%
O=C(N/C(=C/c1ccco1)C(=O)N1CCCCC1)c1cccs1,-14%,-5%,1%,-19%,-3%,5,19%,8%,-2%
CCc1ccc(CNC(=O)C2CCCN(S(=O)(=O)N3CC(C)CC(C)C3)C2)cc1 (stereo unspecified),-18%,1%,-13%,4%,-10%,0,-10%,0%,-6%

# Among those listed so far, these contain bromine.
SMILES,USP1-UAF1 inh,TrxR1 substrate,Vif-APOBEC3F blk,TrxR1 inh,Vif-A3G inh,LDHA block,RGS4 inh,mIDH1 inhibitor,Glioma ERSR ind
O=C(OC1CCOC1=O)c1cncc(Br)c1 (stereo unspecified),-4%,-6%,4%,-2%,2%,-7,24%,-2%,-6%
COc1cnn(-c2ccc(F)cc2)c(=O)c1Br,-5%,-7%,7%,-14%,0%,-2,8%,-9%,-1%

# Next part.
SMILES,USP1-UAF1 inh,TrxR1 substrate,Vif-APOBEC3F blk,TrxR1 inh,Vif-A3G inh,LDHA block,RGS4 inh,mIDH1 inhibitor,Glioma ERSR ind
COc1cc(-c2cc(-c3ccc(O)cc3)nc(N)c2C#N)ccc1O,-18%,10%,21%,2%,?,-10,-5%,-9%,-1%
Cc1nc2ccccc2c(=O)n1NC(=O)c1ccccc1[N+](=O)[O-],-5%,6%[57.1 µM],6%,13%[57.1 µM],-1%,-8,-7%,-3%,-2%
CN(C)/C=C(\C#N)C(=O)c1cccnc1Oc1cccc(F)c1,2%,-4%,-2%,-4%,-5%,-4,4%,12%,-6%
Cn1c(=O)oc2cc(S(=O)(=O)NCCC(=O)NC3CCCc4ccccc43)ccc21 (stereo unspecified),2%,-1%,-3%,5%,3%,4,-1%,0%,1%
CCc1ccc(N(CC)C(=O)c2cn(C)c(=O)c3ccccc23)cc1,-14%,9%[57.1 µM],-18%,13%[57.1 µM],1%,-5,10%,3%,6%
O=Cc1sc(=O)n(Cc2cccc(C(=O)O)c2)c1Cl,-20%,6%,?,3.2µM*,-4%,4,?,2%,-4%
COC(=O)c1ccc(Cn2cnc3c(sc4nc(N5CCOCC5)c5c(c43)CCCC5)c2=O)o1,-13%,11%,-1%,?,1%,-6,-31%,?,-4%
CCc1c(C)sc2c1CCN(C(=O)Nc1cc(C)cc(C)c1)C2c1ccccc1 (stereo unspecified),-14%,-2%[57.1 µM],2%,9%[57.1 µM],-2%,-1,-22%,-6%,-3%
Cc1cc(C)c(NC(=O)c2ccc3c(c2)CCN3S(C)(=O)=O)c(C)c1,-8%,4%,-2%,10%,-5%,-3,1%,-2%,-6%
Cc1[nH]nc(SCC(=O)NCc2ccc(Cl)cc2)c1[N+](=O)[O-],-16%,-14%,5%,-17%,-6%,-2,-27%,4%,-6%
CC(C)Oc1cccc(-c2cc(C(=O)NN3CCOCC3)c3ccccc3n2)c1,0%,-12%,5%,-5%,-1%,-5,-1%,2%,-1%
O=C(O)C[C@H]1c2cc(F)ccc2S(=O)(=O)N1C1CCN(Cc2ccccc2)CC1,-27%,7%[57.1 µM],2%,8%[57.1 µM],-2%,4,-4%,-11%,-6%
CC(=O)N1CC(C)Sc2ccc(S(=O)(=O)N3CCCCC3)cc21 (stereo unspecified),-3%,-9%,2%,-11%,5%,-1,37%[11.4 µM],-4%,-3%
CN1/C(=C\C(=O)c2oc3ccccc3c2N)C(C)(C)c2ccccc21,-10%,6%[57.1 µM],-1%,7%,-4%,1,6%,2%,-3%
CC1CCN(S(=O)(=O)c2ccc(C(=O)N3CCCC3C(=O)O)cc2)CC1 (stereo unspecified),2%,-2%,1%,5%,0%,-4,32%,-12%,-3%
CCN(CC)S(=O)(=O)c1ccc2c(c1)C(=NO)c1cc(S(=O)(=O)N(CC)CC)ccc1-2,-21%,32%[activator],-1%,12%,-8%,-1,-15%,-6%,-7%
COc1ccc(OC)c(C2NC(=O)NC(C)=C2C(=O)OC2CCCCC2)c1 (stereo unspecified),-23%,7%[57.1 µM],3%,16%[57.1 µM],0%,-7,-37%,14%,-5%
COc1cccc(N2CCN(C(=O)c3cccn4c(=O)c5c(C)c(C)sc5nc34)CC2)c1,-5%,3%,14%,21%,2%,-4,0%,0%,-4%
COc1cccc(C(=O)CC(=O)C(=O)Nc2ccc([N+](=O)[O-])cc2C)c1,-19%,-4%,9%,-9%,2%,1,-10%,-6%,-1%
Cc1cc(OC(=O)c2ccc(S(=O)(=O)N3CCCC3)cc2)c([N+](=O)[O-])c(=O)[nH]1,8%,-7%,0%,17%,-1%,-6,-6%,4%,-3%
Cc1ccccc1-c1n[nH]c(=S)n1/N=C/c1c(C)nn(-c2ccccc2)c1C,-11%,5%[57.1 µM],-1%,-1%[57.1 µM],0%,-11,-13%,-2%,-2%
CCCC(C)C(=O)Nc1ccc(C(N)=O)cc1 (stereo unspecified),-9%,4%,-14%,14%,4%,0,-3%,11%,-5%
O=C(CN=C1NC(=O)C(c2ccccc2)(c2ccccc2)N1)NCc1ccc(F)cc1,6%,-10%,-3%,-11%,-11%,-3,6%,3%,-4%
COc1ccc(-c2noc(CCC(=O)NCCN3CCN(c4ccccc4F)CC3)n2)cc1,-2%,-5%[57.1 µM],5%,8%[57.1 µM],1%,-1,21%,7%,-2%
COc1ccc(Br)cc1C1Nc2ccccc2C(=O)N1NC(=O)c1ccncc1 (stereo unspecified),-16%,12%[57.1 µM],0%,15%[57.1 µM],1%,-4,-15%,1%,-3%

# Screening results from PubChem BioAssay.

# Not all compounds are listed; count on the stated rates, not on these rows.
